Screening data: PubChem BioAssay, Johns Hopkins Ion Channel Center
Kir21 inh: inhibitors of mouse Kir2.1 inward-rectifier potassium channel. B-score at 10 µM. P35561. HEK293-Kir2.1, FluxOR thallium flux fluorescence; active compounds read low. 0.85% of 310,000 active. AID 1672;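 active means fluorescence ratio B-score at or below minus 3 SD of library scores, with starting-brightness B-score within 2 SD, cut at about -4.2 in these data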;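 further: channel flux triggered by added potassium and thallium sulfate stimulus; B-score of peak minus minimum fluorescence over baseline after thallium stimulus; more negative B-score means stronger Kir2.1 block with less thallium influx; some compounds called inactive have numbers as strong as hits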
Target sequence (P35561 whole entry, looked up): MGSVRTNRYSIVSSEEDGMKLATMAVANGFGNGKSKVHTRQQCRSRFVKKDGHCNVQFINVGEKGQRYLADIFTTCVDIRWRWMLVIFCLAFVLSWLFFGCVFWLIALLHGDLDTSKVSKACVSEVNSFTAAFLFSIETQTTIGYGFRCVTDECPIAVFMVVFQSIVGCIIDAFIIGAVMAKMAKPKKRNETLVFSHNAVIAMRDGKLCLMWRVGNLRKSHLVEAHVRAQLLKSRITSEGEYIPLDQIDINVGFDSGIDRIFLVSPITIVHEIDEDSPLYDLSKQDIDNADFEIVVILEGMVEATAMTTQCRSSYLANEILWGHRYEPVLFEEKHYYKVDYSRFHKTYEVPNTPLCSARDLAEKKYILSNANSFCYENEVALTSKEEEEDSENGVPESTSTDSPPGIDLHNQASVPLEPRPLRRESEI
KCNQ2 inh: KCNQ2 channel blockers in CHO-K1 cells – cell-based, FluxOR thallium flux, B-score, primary screen (AID 2156) | 20 min; active compounds read low | O88943 | 1.1% of 310,000 active | B-score at 10 µM;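 active means fluorescence ratio B-score at most minus 3 library SDs, with starting brightness B-score within 2 library SDs, cut at about -5.5 in these data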
The depositor's hits bear a star; i = inactive. Rows were taken by chance; any-hit rate near 1.9%.

cpd	smiles	KCNQ2 inh	Kir21 inh
1	Cc1ccc(C(=O)N/N=C2\CC3CC=CC23)c(C)c1 (stereo not drawn)	i	-1.48
2	CC(=O)c1c(N2CCOCC2)nc2ccc(Cl)cc2c1-c1ccccc1	i	0
3	Cc1cc(C)n(Cc2ccc(C(=O)NN)o2)n1	i	2.37
4	CCN(CC)CCN(C(=O)c1cc2ccccc2cc1OC)c1nc2ccc(F)cc2s1	i	2.23
5	O=C(NCC1CCCO1)C1CCN(C2CCN(Cc3ccco3)CC2)CC1 (stereo not drawn)	i	-0.83
6	CCCCCCCCCc1nc2sc3c(c2c(=O)n1NC(=O)c1ccccc1[N+](=O)[O-])CC(C)(C)OC3	i	-0.07
7	Cc1cccc(CN2CCN(Cc3nc4c(s3)CCCC4)CC2CCO)n1 (stereo not drawn)	i	-0.05
8	CC(=O)N1CCN(S(=O)(=O)c2cccc(C(=O)OCC(=O)N3CC(=O)Nc4ccccc43)c2)CC1	i	-1.09
9	O=C(c1ncc[nH]1)c1ccccc1Cl	i	0.22
10	O=C1NN(c2ccccc2)C(=O)C2C1C1C=CC2C12CC2 (stereo not drawn)	i	-0.6
11	Cc1[nH]c(=O)[nH]c(=O)c1CSCC(=O)OCC(=O)Nc1ccccn1	i	0.27
12	Cc1ccc(C(=O)NCC(=O)N2CCN(c3ncccn3)CC2)s1	i	1.52
13	COc1cccc(Oc2cnc(N)nc2-c2ccc(OC)cc2O)c1	i	-3.04
14	CCNc1cccc2c1C(=O)N(C)C2=O	i	-7.28
15	Cc1cccc(NC(=S)N2CCC(c3nc4ccccc4s3)CC2)c1	i	-2.06
16	COc1ccc(C2=NS(=O)(=O)N(C)C(C(=O)Nc3cc(C)ccc3O)=C2)cc1OC	i	0.28
17	COc1ccccc1OCCNC(=O)C1CCCCC1	i	-0.02
18	C=C(C)CNC(=S)N/N=C(\C)c1ccc(OC)cc1	i	-0.06
19	O=C(COC(=O)c1ccc(Cl)s1)c1ccc[nH]1	i	0.6
20	CCOc1ccccc1CN1CCNC(=O)C1CC(=O)N(C)CCc1cnn(C)c1 (stereo not drawn)	i	-0.86

Continuation:
cpd	smiles	KCNQ2 inh	Kir21 inh
21	CN(Cc1cccc(F)c1)C(=O)c1cc(=O)[nH]c2ccccc12	i	1.72
22	Cc1ccc(C)c(NC(=O)c2ccccc2NC(=O)C2CCCO2)c1 (stereo not drawn)	i	-0.96
23	CCOC(=O)c1c(C=O)c2sc(C)cc2n1C	i	0.78
24	Cc1ccc(C)n1-c1ccc(C(=O)NCc2ccncc2)cc1	i	0.26
25	O=C(NCc1ccccn1)Nc1ccccc1	i	-0.32
26	CC(C)(C)c1csc(NC(=O)c2cccs2)n1	i	0.31
27	CCOC(=O)C[C@H]1c2ccc(C(F)(F)F)cc2S(=O)(=O)N1C(C)C	i	-0.88
28	Cc1ccc(CCCOC(=O)C[N+]2(C)CCCCC2)cc1	i	0.03
29	COC(=O)c1cn(-c2ccc(Cl)cc2)c(=O)c2ccccc12	i	1.36
30	O=c1cc(NC2CCCCCC2)[nH]c(=O)[nH]1	i	-0.5
31	Cc1ccc(C)c(OCCCN2CCCC2)c1	i	0.04
32	O=S(=O)(Nc1ccc2c(c1)nc1n2CCN(Cc2ccccc2)C1)c1ccccc1	i	0.31
33	CN(CC(=O)NCc1ccc2c(c1)OCO2)S(=O)(=O)c1ccc(F)cc1	i	0.59
34	Cc1cc(/C=N/NC(=O)C(=O)N2CCCC2)c(C)n1-c1cccc(Br)c1	i	-1.42
35	CC1(C(=O)N2CCN(c3ccccc3)CC2)CC1(Cl)Cl (stereo not drawn)	i	0.98
36	COc1ccc2nc(SCC(=O)NCc3ccc(F)cc3)[nH]c2c1	i	-1.18
37	Nc1ccc(-c2cn3cccnc3n2)cc1	i	-3.98
38	CSc1nc(N)nc(N(C)C)n1	i	0.03
39	CNC(=O)C(=O)NCCN1CCN(C(=O)c2ccc([N+](=O)[O-])cc2)CC1	i	-0.23
40	N#CC(CO)(Cc1ccc(OC(F)F)cc1)c1nc2ccccc2[nH]1 (stereo not drawn)	i	-0.26

(further entries)
cpd	smiles	KCNQ2 inh	Kir21 inh
41	Cc1ccccc1NC(=O)NNC(=O)COc1ccc2ccccc2c1	i	-0.5
42	CCOCCCNC(=O)C1CCC(CNS(=O)(=O)c2ccc(F)cc2)CC1 (stereo not drawn)	i	0.48
43	CC(=O)N1c2ccc(S(=O)(=O)NCC3CCC(C(=O)Nc4cccc(C)n4)CC3)cc2CC1C (stereo not drawn)	i	0.02
44	CCCNC(=S)N1CCN(C)CC1	i	2.09
45	O=C(Nc1cccc(-c2nc3cccnc3s2)c1)c1ccc(Cl)nc1	i	-1.52
46	O=S(=O)(NCc1ccco1)c1cnc(Cl)c(Cl)c1	i	-1.03
47	Cc1ccc(C(=O)n2cnnc2N)cc1C	i	-1.62
48	Cc1ccc(S(=O)(=O)Nc2c(C)nn(C)c2C)cc1C	i	0.75
49	COCCn1c(SCC(=O)c2ccc3c(c2)OCCO3)nnc1-c1ccco1	i	0.12
50	C/C(=N\NC(=O)c1ccc(NS(=O)(=O)c2cccs2)cc1)c1ccc2c(c1)OCO2	i	0.71
51	CCOc1ccc2nc(NC(=O)CCn3cccc3)sc2c1	i	0.41
52	CCc1ccc(NC(=O)CCS(=O)(=O)c2ccc(Br)cc2)cc1	i	1.03
53	Cc1ccc(C2=NN3C(C2)c2ccccc2OC32C(=O)Nc3ccccc32)cc1 (stereo not drawn)	i	1.33
54	Cc1ccc2cc(C#N)c(SCC(=O)N3CCCc4ccccc43)nc2c1C	i	-0.14
55	CCn1c(SCC(=O)c2ccc(C)cc2)nnc1-c1ccncc1	i	-0.06
56	O=C(COC(=O)c1ccc(F)cc1)Nc1ccccc1N1CCOCC1	i	0
57	C(=N\Nc1nncn1/N=C/c1ccco1)/c1ccco1	i	2.51
58	Cc1ccc2[nH]c(=O)cc(C(=O)OCC(=O)c3ccccc3)c2c1	i	0.08
59	O=C(Nc1cccs1)Nc1ccc(F)cc1F	i	0.17
60	Cc1ccc(-c2ccc(C)c(N)c2C)c(C)c1N	i	-0.95

(further entries)
cpd	smiles	KCNQ2 inh	Kir21 inh
61	Cc1cc(N2CCCC2)ccc1/C=C1/C(=O)N(C)C(=S)N1C	i	-1.2
62	Cn1ccnc1SCC(=O)Nc1cccc([N+](=O)[O-])c1	i	-1.09
63	FC(F)Oc1ccccc1NC(=S)NCc1ccco1	i	0.2
64	Cc1ccc(CC(=O)c2ccc(Cl)cc2)cc1	i	-0.07
65	COc1ccc(F)cc1S(=O)(=O)NC1CCCCCC1	i	-1.1
66	O=C(Nc1ccc2nc(-c3ccc(Br)o3)[nH]c2c1)c1cccs1	i	-0.19
67	COc1ccccc1N1CCN(CC(=O)Nc2nc(C)c(C(=O)N(C)C)s2)CC1	i	-0.16
68	Cc1ccc(CC2S/C(=C(/C#N)C(=O)NCc3ccco3)N(c3ccccc3)C2=O)cc1 (stereo not drawn)	i	2.66
69	CCOC(=O)N1CCc2c(sc3[nH]c(=S)[nH]c(=S)c23)C1	i	0
70	CCCCNC(=O)c1onc(CSc2ccc(F)cc2)c1C(=O)NCCCC	i	2.27
71	CSc1nc(-c2ccccc2)cn1-c1ccc(NC(C)=O)cc1	i	0
72	COc1cccc(-c2ocnc2C(=O)Nc2ccc3c(c2)CCC3)c1	i	1.18
73	Cc1ccc(OCC(=O)NCC(=O)Nc2ccc(F)c(F)c2F)c([N+](=O)[O-])n1	i	-0.07
74	CC(=O)c1ccc(Sc2ccccc2)cc1	i	0.96
75	CC1CCN(C(=O)Cn2c(=O)n(CCCC(=O)NCc3ccco3)c(=O)c3sccc32)CC1	i	0.6
76	COc1ccc(NC(=O)[C@H](C)NC(=O)C2CCN(S(=O)(=O)c3ccc(C)cc3)CC2)cc1OC	i	0.12
77	O=c1c(C/C=C/c2ccccc2)c(O)ccn1CCc1c[nH]c2ccccc12	i	-2.05
78	CCCn1c(=O)c2ccccc2n2c(SCCOc3ccccc3)nnc12	i	-0.27
79	COc1ccc(Cl)cc1NC(=O)N1CCC(C)CC1	i	0.44
80	COCCCNC(=S)Nc1ccc2nc3n(c(=O)c2c1)CCCCC3	i	0.93

Later entries
cpd	smiles	KCNQ2 inh	Kir21 inh
81	CCOc1c(Br)cc(C2CC(=O)Nc3cc(OC)c(OC)cc32)cc1OC (stereo not drawn)	i	0.81
82	CS(=O)(=O)N(CC(=O)N1CCCC1)c1ccc(Cl)cc1	i	0.05
83	COc1ccc(N2CCN(CCNC(=O)Nc3ccc([N+](=O)[O-])cc3OC)CC2)cc1	i	1.63
84	Cc1onc(-c2ccccc2)c1C(=O)N1CCN(C(=O)c2ccco2)CC1	i	1.41
85	COc1ccc(Cn2c(SC)nc3ccccc32)cc1[N+](=O)[O-]	i	-0.55
86	O=S(=O)(c1ccc2nc(Nc3ccccc3)ccc2c1)N1CCCCC1	i	-1
87	COC(=O)c1c(-c2cccc(OC)c2)csc1N	i	-0.59
88	CCCc1cc(=O)oc2c3c(cc(OCC(=O)NCc4ccccn4)c12)OC(C)(C)CC3	i	-0.5
89	CCOC(=O)Cc1nc2nc(C)cc(C)n2n1	i	0.82
90	COc1nc(OC)nc(N2CCC(C(=O)NCc3ccco3)CC2)n1	i	2.93
91	COc1ccc(Cl)cc1NC(=O)c1[nH]c(C)c(C(C)=O)c1C	i	-0.02
92	O=C(C1CCCCC1)N1CCC(c2nc3c(nnn3Cc3c(F)cccc3Cl)c(=O)[nH]2)CC1	i	-0.96
93	CCOC(=O)N1CCN(C(=O)C2CCN(C(=O)c3ccc([N+](=O)[O-])cc3)CC2)CC1	i	-0.1
94	COc1cccc(C(=O)NCCS(=O)(=O)NCCc2ccccc2)c1	i	-0.14
95	Cc1ccc(Nc2cc(C)nn2-c2nc(C)cc(C)n2)cc1	i	-0.21
96	CCOC(=O)CCNC(=O)N1CCCC(C(=O)c2cccc(Cl)c2)C1 (stereo not drawn)	i	1.3
97	Cc1ccc(=O)n(C(C(=O)NCc2ccco2)C(=O)c2ccc(F)cc2)c1 (stereo not drawn)	i	-0.51
98	Cc1cc2oc(=O)cc(CN3CCc4ccccc43)c2cc1Cl	-6.42*	-0.64
99	Cc1ccc(C)c(OCC(=O)NCCNC(=O)COc2cc(C)ccc2C)c1	i	0.27
100	O=C/C(=C\Nc1ccccn1)c1nc2cc(Cl)ccc2o1	i	-2.14

Exported as labelled records: part of the list above
95: Cc1ccc(Nc2cc(C)nn2-c2nc(C)cc(C)n2)cc1
  KCNQ2 inh: i
  Kir21 inh: -0.21

96: CCOC(=O)CCNC(=O)N1CCCC(C(=O)c2cccc(Cl)c2)C1 (stereo not drawn)
  KCNQ2 inh: i
  Kir21 inh: 1.3

97: Cc1ccc(=O)n(C(C(=O)NCc2ccco2)C(=O)c2ccc(F)cc2)c1 (stereo not drawn)
  KCNQ2 inh: i
  Kir21 inh: -0.51

Additional entries.
cpd	smiles	KCNQ2 inh	Kir21 inh
101	COc1ccc(C)cc1NC(=O)C1CCN(S(=O)(=O)c2ccc3c(c2)C(C)(C)C(=O)N3C)CC1	i	-0.27
102	CNC(=O)c1c(NC(=O)c2ccc(S(=O)(=O)N(C)c3ccccc3)cc2)sc2c1CCN(C(C)C)C2	i	-4.55
103	O=C(C[n+]1ccccc1)N/N=C/c1cc(Br)cc(Br)c1O	i	0.02
104	COCc1nnc(SCC(=O)NC(C)c2ccccc2)n1-c1ccccc1 (stereo not drawn)	i	2.78
105	COc1ccc(Br)cc1CN1CCN(C(=O)c2cccc(OC)c2OC)CC1	i	2.12
106	COc1ccc(CN2C(=NC(=O)CCc3ccccc3)SC3CS(=O)(=O)CC32)cc1 (stereo not drawn)	i	-1.47
107	O=C(COc1nsnc1N1CCOCC1)N/N=C/c1ccccc1O	i	-0.12
108	c1ccc(Cn2c(-c3ccccc3)c[n+]3c2SCCC3)cc1	i	1.09
109	Cc1nnc(SCc2nc3sc4c(c3c(=O)[nH]2)CCCC4)[nH]c1=O	i	-0.3
110	O=C(NCCC1=CCCCC1)c1cc(COc2ccc(F)cc2Cl)on1	i	0.99
111	Cc1ccc(C(=O)OCC(=O)Nc2sc3c(c2C#N)CCCC3)cc1NC(=O)c1ccco1	i	0
112	c1ccc2c(c1)CCCN2Cc1nnnn1C1CCCC1	i	-3.52
113	Cc1ccc(NS(=O)(=O)c2csc(C(N)=O)c2)cc1C	i	0
114	Cc1cc(CN2CCCCC2)oc1C(=O)O	i	1.21
115	CCOC(=O)N1CCN(C(=S)Nc2cccc(C)c2)CC1	i	-0.05
116	O=c1[nH]c(C2CCN(S(=O)(=O)c3cccc(C(F)(F)F)c3)CC2)nc2c1nnn2Cc1cccc(F)c1	i	1.54
117	Cn1c(CNC(=O)c2ccc(F)cc2)nc2ccccc21	i	-0.85
118	CCn1cc(C(=O)NCCC(=O)NCCCO)c(=O)c2cc3c(cc21)OCO3	i	1.83
119	Cc1cccc(N2CCN(C(=O)C3(S(=O)(=O)c4ccc(Cl)cc4)CC3)CC2)c1C	-6.25*	0.35
120	Cc1cc(-c2nnc3sc(-c4ccc(Cl)cc4Cl)nn23)n[nH]1	i	0.25

Rewritten with values ahead of the structure: part of the list above
entry | KCNQ2 inh | Kir21 inh | molecule
118 | i | 1.83 | CCn1cc(C(=O)NCCC(=O)NCCCO)c(=O)c2cc3c(cc21)OCO3
119 | -6.25* | 0.35 | Cc1cccc(N2CCN(C(=O)C3(S(=O)(=O)c4ccc(Cl)cc4)CC3)CC2)c1C

(next part)
cpd	smiles	KCNQ2 inh	Kir21 inh
121	C=CCn1c(SCC(=O)Nc2nnc(CC)s2)nnc1-c1ccncc1	i	-0.04
122	C=CCSc1n[nH]c(=O)n1-c1cccc(C(F)(F)F)c1	i	0.8
123	NC(=O)CCN1CCN(C(=O)c2ccc3nc(Cc4cccc(Cl)c4)oc3c2)CC1	i	0.02
124	CC/C(O)=C1\C(=O)CC(c2ccccc2)CC1=NCCc1c(C)[nH]c2ccc(C)cc12 (stereo not drawn)	i	1.1
125	O=C(Cc1ccccc1)NC(Nc1cccc2ccccc12)C(Cl)(Cl)Cl (stereo not drawn)	i	-0.76
